GSK3beta inhib: blocks human GSK3beta kinase activity. 0.038% of 300,000 active. GST-GSK3beta kinase, ADP-Glo luminescence, 60 min; stronger effect = lower value. P49841. activity score (negative = inhibition), % at 10 µM;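 active = more than half of replicate wells score below -50%, meaning over 50% inhibition versus plate controls; inconclusive = some replicates but at most half score below -50%; inactive = no replicate scores below -50%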;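 note: 0% = median DMSO wells and -100% = median GW8510 positive control wells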
Target sequence (P49841 whole entry, looked up): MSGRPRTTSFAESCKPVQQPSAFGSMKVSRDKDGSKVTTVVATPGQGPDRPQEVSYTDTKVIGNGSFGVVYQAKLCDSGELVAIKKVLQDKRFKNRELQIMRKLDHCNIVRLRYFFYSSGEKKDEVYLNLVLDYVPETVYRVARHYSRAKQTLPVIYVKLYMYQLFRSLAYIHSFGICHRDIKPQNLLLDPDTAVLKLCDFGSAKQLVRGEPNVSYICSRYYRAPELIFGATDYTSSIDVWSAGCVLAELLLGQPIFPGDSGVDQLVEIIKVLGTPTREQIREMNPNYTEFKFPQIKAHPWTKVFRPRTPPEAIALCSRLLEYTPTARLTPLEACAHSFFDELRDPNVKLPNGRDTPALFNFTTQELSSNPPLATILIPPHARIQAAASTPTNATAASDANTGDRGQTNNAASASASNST
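Assay system: GST-tagged human GSK3beta kinase, cell-free; Input: 1.6 ng GSK3beta; Medium: Tris/MgCl2 kinase buffer; Timing: 60 min enzyme reaction, room temperature; Signal: ADP-Glo luminescence quantifying ADP generated by kinase; Evaluation: score relative to plate controls; Benchmarks: DMSO neutral wells and GW8510 at 20 µM as positive.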
HSP90 refold inh: blocks HSP90-mediated luciferase refolding in reticulocyte lysate | Rabbit reticulocyte lysate, luciferase refolding luminescence, 3 h | inhibition, % at 5.6 µM | 0.91% of 290,000 active;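 active = inhibition above the screen-wide mean plus 3 SD, computed separately per campaign, cut at about 16% in these data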;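 note: 0% = DMSO wells and 100% = 60 µM geldanamycin wells; inhibitors lower the luminescence because luciferase stays unfolded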
KLF5 inhibitor: inhibitors of KLF5 expression. DLD-1 KLF5 promoter-luciferase reporter, luminescence. 0.23% of 290,000 active. inhibition, % at 5 µM;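 active = inhibition above a per-plate limit of that plate's mean compound inhibition plus 3 SD, cut at about 60% in these data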;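 note: 0% = DMSO wells and 100% = LY294002 at 200 µM; higher means less KLF5 promoter-driven luciferase light; inactives centre near -14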
HSF-1 act: increases HSF-1 driven luciferase reporter signal. NIH3T3-HGL HSF-1 luciferase reporter, MG132, 8 h; 100% = twice DMSO control signal. 1.7% of 300,000 active. activation, % at 9 µM;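 active = mean replicate activation of at least 50% with a set share of replicates each reaching 50%; inconclusive = only one of those two conditions met; inactive = mean below 50% and too few replicates reaching it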;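 note: 0% = median of the neutral control wells and 100% = twice that signal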
HIF activator: HIF pathway transcriptional activation | U2OS HRE-luciferase reporter, luminescence; normalized: DMSO 0%, desferrioxamine 100% | activation, % at 7.5 µM (by protocol) | 0.32% of 300,000 active | AID 1910;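 active = mean activation of at least 10% of the iron chelator positive control signal, with at least half of replicates also reaching 10%; inconclusive = mean and replicate majority disagree about reaching 10%; inactive = mean and most replicates under 10%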
GSK3A inh: human GSK-3 alpha kinase inhibition | 0.1% of 320,000 active | inhibition, % at 10 µM | ADP-Glo luminescence, 60 min | P49840 | AID 2650;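 in the data active = inhibition above about 50%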;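 note: GST-tagged GSK-3 alpha with peptide substrate and 25 µM ATP; 0% = DMSO neutral wells and 100% = GW8510 positive control wells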
Target sequence (P49840 whole entry, looked up): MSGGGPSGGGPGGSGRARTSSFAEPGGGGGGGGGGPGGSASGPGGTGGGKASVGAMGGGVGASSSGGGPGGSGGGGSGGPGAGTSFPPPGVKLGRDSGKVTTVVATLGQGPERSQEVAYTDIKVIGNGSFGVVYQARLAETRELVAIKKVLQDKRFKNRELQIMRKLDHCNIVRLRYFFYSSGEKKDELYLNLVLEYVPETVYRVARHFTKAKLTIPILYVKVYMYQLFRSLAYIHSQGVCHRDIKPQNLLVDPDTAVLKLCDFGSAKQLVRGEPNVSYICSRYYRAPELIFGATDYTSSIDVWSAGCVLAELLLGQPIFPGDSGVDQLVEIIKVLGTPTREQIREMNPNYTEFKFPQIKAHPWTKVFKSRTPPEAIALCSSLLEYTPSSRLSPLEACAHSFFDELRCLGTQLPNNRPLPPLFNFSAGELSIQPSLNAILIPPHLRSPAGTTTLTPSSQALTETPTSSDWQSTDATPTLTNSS
aSyn UTR inh: 5' untranslated region of α-synuclein, MLPCN primary screen; alpha-synuclein 5'UTR reporter, inhibitor activity; inhibition, % (tested at 7.5 µM); 0.82% of 300,000 active; AID 1813; in the data active = inhibition above about 60%; inconclusive = no clear call, values can overlap the other calls;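 note: H4 neuroglioblastoma cells stably carrying SNCA 5'UTR luciferase fusion; 0% = DMSO wells and 100% = positive control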
AI-2 QS mod: modulators of Vibrio harveyi AI-2 quorum sensing system; Vibrio harveyi JMH597 AI-2 luminescence/OD600 ratio, 9 h; stronger effect = lower value; strain lacks LuxN and CqsS sensors; 0 = neutral-control median; activity change, % at 7.5 µM; 0.4% of 300,000 active; AID 2094; in the data active = activity change below about -75%, passing the limit was not always enough; inconclusive = no clear call, values can overlap the other calls;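 note: luminescence divided by OD600 gain over 9 h not by final OD600 alone; inactives centre near 13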
HSF1 inh: HSF1 inhibition; NIH3T3-HGL HSE-luciferase, MG132-induced, luminescence 8 h; stronger effect = lower value; activity change, negative = inhibition, % at 7.5 µM (by protocol); 0.77% of 300,000 active; AID 2098;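 active = more than half of replicate wells show activity change below -50%, luminescence cut by over half; inconclusive = some wells, but at most half, below -50%; inactive = no replicate well below -50%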;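 note: luciferase reports HSF-1 transcriptional activity via heat shock element; 0% = median of DMSO wells and -100% = zero luminescence signal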
IEC-6 cytotox: kills IEC-6 intestinal cells in KLF5 counter-screen | IEC-6 cytotoxicity, luminescence viability | inhibition, % at 5 µM | 0.78% of 290,000 active; in the data active = inhibition above about 22%;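 note: 0% = plate median of test compound wells and 100% = cytotoxic reference compound wells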
Numbers without * were called inactive; ? = inconclusive; . = no result given.

SMILES	GSK3beta inhib	HSP90 refold inh	KLF5 inhibitor	HSF-1 act	HIF activator	GSK3A inh	aSyn UTR inh	AI-2 QS mod	HSF1 inh	IEC-6 cytotox
c1cnc(SCCOc2cccc3ccccc23)nc1	2	-4	-105	?	3.4	1	-186	-3	32	4
COc1ccccc1NS(=O)(=O)c1cccc(NC(=O)Nc2cccc(Cl)c2)c1	4	-6	-30	3	-0.6	-2	14	18	-3	-3
CCC1CCCCN1C(=O)N[C@@H](CCSC)C(=O)OC (stereo partly specified)	1	-4	-10	7	0.2	.	-3	19	2	2
Cc1ccc(S(=O)(=O)N(C)c2ccccc2)cc1	0	6	-12	-6	0.4	0	14	5	-10	-6
COc1ccc(C)cc1NC(=O)CN(C)S(=O)(=O)c1cc(C)ccc1OC	5	2	4	9	0.0	-1	22	42	1	3
CCc1nnc(NC(=O)CSc2nc3c(C)cccc3[nH]2)s1	1	5	-10	-3	0.1	-6	-2	12	-7	1
Cc1nnc(SCC(=O)Nc2nccs2)s1	3	-1	-9	1	0.1	1	2	22	-9	-2
CC1(c2ccccc2Cl)NC(=O)N(CC(=O)Nc2cccnc2Cl)C1=O (stereo unspecified)	3	.	.	0	-1.2	0	5	15	1	.
CC(C)CCN1CCN(C2CSCCSC2)CC1CCO (stereo unspecified)	1	-1	-1	21	0.4	0	-12	13	-7	6
COC(=O)CSc1nnc(-c2ccc(S(=O)(=O)N3CCC(C)CC3)cc2)o1	0	6	-27	7	-0.3	-1	19	11	-3	-4
CC(NC(=O)c1ccc2c(=O)n3c(nc2c1)CCC3)c1ccc(S(N)(=O)=O)cc1 (stereo unspecified)	2	.	.	8	-2.1	0	-4	12	0	.
CN(C)c1nnc(-c2ccc(Cl)cc2)o1	3	-2	-22	-3	1.0	-2	-41	25	2	0
CS(=O)(=O)N1N=C(c2ccccc2)CC1c1ccc2c(c1)OCO2 (stereo unspecified)	-1	-2	-49	22	3.6	-3	-275	-9	13	8
Cc1cc(Br)c2nc3c(c(C(=O)O)c2c1)CCCCC3	2	-2	-1	-6	-0.3	-3	-10	16	-3	0
CCCN(CC1CC1)C(=S)Nc1ccccc1F	2	4	-8	-3	-1.1	-2	1	-1	-3	2
CNC(=S)N(CCc1c(C)[nH]c2ccccc12)Cc1cc(OC)c(OC)c(OC)c1	1	-4	-2	3	0.0	-2	16	4	4	-4
COc1ccc(NC(=O)C2=C(C)NC(=S)NC2c2ccc(O)c(OC)c2)cc1 (stereo unspecified)	-3	7	-18	21	-0.5	-2	-5	18	1	7
Cc1ccc(NC(=O)CCn2cc(C(F)(F)F)ccc2=O)cc1	1	1	-43	-5	-0.7	2	-8	10	9	7
O=C(CN1C(=O)NC2(CCCCCC2)C1=O)Nc1ccc(S(=O)(=O)N2CCOCC2)cc1	2	-2	-34	13	-0.3	.	3	20	-5	-2
O=C1CC(NS(=O)(=O)c2cccnc2)CN1c1ccccc1 (stereo unspecified)	0	.	.	3	-0.1	-1	7	15	-3	.
CCOc1ccc2nc(Cl)c(C3CC(c4ccccc4)=NN3C(=O)c3cccs3)cc2c1 (stereo unspecified)	3	1	19	0	0.0	-3	13	16	-4	2
CN(C)CCC(=O)c1ccc2c(c1)OCO2	-1	-2	-23	-4	-0.4	0	-1	4	-5	1
COC(=O)c1cc(NS(=O)(=O)c2ccc(NC(C)=O)cc2)cc(C(=O)OC)c1	-2	-2	-18	0	0.2	-3	6	38	-5	-2
Cc1oc(-c2ccc(Cl)cc2)nc1CS(=O)CC(=O)NCCN1CCCCCC1 (stereo unspecified)	0	4	-24	6	109*	1	41	8	-6	2
COc1ccc(-n2c(Cc3cccn3C)nnc2SCC(=O)NCCc2ccccc2)cc1	-1	-3	-13	14	-0.6	5	-15	17	1	-3
Cc1sc2c(c1C)c(=O)n(-c1cccc(C(F)(F)F)c1)c(=O)n2CC(=O)NCc1ccco1	1	4	-25	3	0.0	-2	10	29	-3	4
Cc1ccn2c(=O)cc(C)nc2c1	0	-1	-13	46	1.6	3	-8	25	11	-4
Cc1ccc(-c2nc3cc(N)ccc3o2)c(C)c1	2	4	-103	23	0.6	0	20	26	11	-6
CCOc1ccc(NC(=O)CCc2nnc3ccc(N4CCC(C)CC4)nn23)cc1	0	-2	-16	1	-1.2	-2	9	8	1	2
N#Cc1cccc(NC(=O)Cn2c3[n+](c4ccc(C(F)(F)F)cc42)CCCCC3)c1	1	0	-42	3	-0.2	1	5	37	-3	-2
CSc1nc(O)c(C(c2ccccc2)c2c(O)nc(SC)[nH]c2=O)c(=O)[nH]1	-8	3	-20	-9	-1.1	-3	8	-7	-5	3
O=C1NCCCC2c3c(cc(Br)c(O)c3Br)OC12N1CCOCC1 (stereo unspecified)	-3	1	5	.	-0.3	-2	-1	26	.	3
CCCCCNC(=O)CCn1c(=O)oc2ccccc21	4	1	-31	-11	-0.7	5	-17	7	-4	-1
O=C(CN1CCCC1)Nc1ccc(Br)cc1	-6	-1	-32	11	0.1	0	-16	9	-4	2
CCN(CC)c1ccc(CN2CCC(C(=O)NCc3ccc(C)cc3)CC2)cc1	-3	-1	-43	2	0.2	1	-31	5	-1	0
COc1ccc(NC(=O)Cn2nnc(-c3ccccc3NC(=O)c3ccco3)n2)cc1	-3	0	-21	11	1.9	0	-117	14	1	0
CCCCCC[C@@H]([C@@H](C)O)n1cnc2c(N)ncnc21	1	.	.	20	-0.2	-3	23	30	9	.
COc1ccc(NC(=O)CCNS(=O)(=O)c2ccc(Cl)c([N+](=O)[O-])c2)cc1S(N)(=O)=O	-5	-3	-52	-1	0.2	-1	3	14	-6	-2
CC(=O)c1ccc(NC(=O)c2ccn(C(=O)OCC(C)C)n2)cc1	-1	6	-77	8	0.6	7	-86	15	13	-2
Cc1ccc(-c2nnn(CC(=O)N(CC(=O)NCc3ccccc3)c3cccc(C)c3C)n2)o1	4	9	-4	9	-0.2	-1	6	47	-6	6
COc1ccc(OCCC(=O)OCC(=O)NC(=O)NC(C)(C)C)cc1	1	-2	-64	0	-6.3	2	1	22	-10	-2
COc1ccccc1C(=O)NC(=O)OCCn1c(C)cnc1[N+](=O)[O-]	0	1	-4	2	-0.2	0	24	23	1	0
CCCn1c(C)nc2cc(Cl)c(N3CCN(c4nc(-c5ccc(C)cc5)cs4)CC3)cc21	0	-3	-11	-9	-0.2	0	6	20	-2	7
CCN(CC(=O)Nc1ccccc1C(F)(F)F)C(=O)c1oc2ccc(OC)cc2c1C	1	.	.	17	2.9	-2	-65	23	4	.
Cc1ccc(-c2nnc(NC(=O)c3ccco3)o2)c(C)c1	3	.	.	8	0.2	.	-12	56	6	.
CC(C)(C)c1csc(NC(=O)C2COc3ccccc3O2)n1 (stereo unspecified)	0	-2	-100	26	3.4	-1	-55	20	25	1
COc1ccc(NC(=O)CNC(c2ccccc2)c2ccccc2)cc1Cl	-1	-3	-12	-4	-2.8	2	9	34	5	-2
N#C/C=C/C(=C\Nc1ccc(Cl)cc1)S(=O)(=O)c1ccccc1	2	2	-18	48	-0.3	-2	-28	14	39	3
CCC(=O)Nc1nnc(S(=O)(=O)N2CCCC2)s1	-1	-3	0	4	-0.2	-3	12	0	-5	-5
Cc1ccsc1/C=N\Nc1cn[nH]c(=O)c1Cl	-21	-1	9	.	0.6	-4	-26	-3	.	10
Cc1cc(NC(=O)Cn2nc(C(F)(F)F)c3c2CCCC3)no1	-9	-3	-45	4	-0.6	-2	4	21	-4	-3
O=C(Nc1ncc(Cc2cccc([N+](=O)[O-])c2)s1)c1ccco1	4	2	3	42	1.2	1	-5	13	6	6
Cc1cc(S(=O)(=O)NCCc2ccccc2)ccc1-n1cnnn1	0	3	-17	7	-0.1	-3	8	-5	4	3
Cc1cc(C)c2nc(-c3ccccn3)cc(C(=O)Nc3ccc(S(=O)(=O)Nc4onc(C)c4C)cc3)c2c1	3	-2	2	-7	0.0	-7	5	19	2	-2
CCN(CCN(C)C)C(=O)Cn1ncc2c1-c1cc(C)ccc1OC2	-2	-4	-25	-4	0.2	-4	7	6	5	-1
Nc1cc(=O)[nH]c(SCC(=O)Nc2ccc(S(=O)(=O)N3CCOCC3)cc2)n1	.	0	1	-13	-0.2	2	22	.	-7	-1
C/C(=N\NS(=O)(=O)c1ccc(C)c([N+](=O)[O-])c1)c1cc2ccccc2o1	5	3	-14	17	0.2	-9	-10	-1	-6	1
CC1=CC(C)(C)N2C(=O)C(=Nc3ccc(O)cc3)c3cccc1c32	-2	6	-13	1	0.5	0	5	23	4	6
CCCCOC(=O)c1ccc(NC(=O)C(=O)NCc2cccnc2)cc1	-6	5	-24	6	25*	0	3	5	0	1
